Screening results from PubChem BioAssay.
UHRF1 binding: UHRF1 methyl-DNA binding inhibition | Q96T88 | 370,000 compounds, 0.75% hits | AID 687016 | UHRF1 binding to methylated oligo, TR-FRET | inhibition, % at 4.4 µM; in the data active = inhibition above about 21%;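 also: UHRF1 SRA domain binding a hemimethylated CpG hairpin DNA probe; 0% = median of test compound wells and 100% = reference inhibitor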
Tn6 DDE FP: disrupts Tn6 cyclic peptide binding to fibrin D-Dimer-E complex; 370,000 compounds, 0.21% hits; Fibrin DD(E) TRITC-Tn6 fluorescence polarization displacement; inhibition, % at 8.3 µM; P02675;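 active = inhibition above a per-campaign cutoff: mean of compounds within control limits plus 3 SD, cut at about 15% in these data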;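 also: 0% = median of all compound wells on the plate and 100% = blocking peptide control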
Target sequence (P02675 whole entry, looked up): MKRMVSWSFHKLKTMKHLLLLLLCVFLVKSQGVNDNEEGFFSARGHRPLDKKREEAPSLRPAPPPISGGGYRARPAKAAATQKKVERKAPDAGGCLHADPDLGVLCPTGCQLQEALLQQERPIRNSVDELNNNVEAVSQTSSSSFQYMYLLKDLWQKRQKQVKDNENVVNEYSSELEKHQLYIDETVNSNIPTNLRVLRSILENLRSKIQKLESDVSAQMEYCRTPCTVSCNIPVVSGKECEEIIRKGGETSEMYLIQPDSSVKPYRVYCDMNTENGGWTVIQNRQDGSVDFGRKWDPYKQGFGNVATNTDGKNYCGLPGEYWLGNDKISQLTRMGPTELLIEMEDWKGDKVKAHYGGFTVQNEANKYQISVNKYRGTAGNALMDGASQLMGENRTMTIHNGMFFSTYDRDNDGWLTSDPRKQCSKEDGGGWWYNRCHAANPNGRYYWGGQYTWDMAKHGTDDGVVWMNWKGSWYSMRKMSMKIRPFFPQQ
Tn7 DDE FP: DD(E)-Tn7 binding inhibition, primary FP screen | FP displacement of FITC-Tn7 peptide from fibrin DD(E); 0% = median of compound wells per plate | inhibition, % at 8.3 µM | 370,000 compounds, 0.13% hits | AID 720508;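 active = inhibition above the mean of compounds falling within the control limits plus 3 SD of them, cut at about 14% in these data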;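 also: 0% = plate median of compound wells and 100% = 10 µM Aha-Tn7 peptide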
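Test system – human fibrin DD(E) · Times – 10 min preincubation, 3 h with tracer, room temperature · Detection – fluorescence polarization of the labelled Tn7 tracer · Measure – percent inhibition normalized to high-control wells · Benchmarks – high control wells with 10 µM unlabelled Aha-Tn7 peptide (full inhibition) · Repeats – singlicate testing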
ARFGAP1 inhibitor: inhibits rat ARF GTPase activating protein 1 | Q62848 | Arfgap1-stimulated ARF1 GTP hydrolysis, GDP FP detection | inhibition, % at 16.5 µM | 360,000 compounds, 0.26% hits | AID 651572;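 active = inhibition above a per-plate limit, mean inhibition of low control wells plus 3 SD, cut at about 25% in these data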;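 also: 0% = DMSO wells with enzyme and 100% = wells lacking Arfgap1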
Target sequence (Q62848 1-136 limits assumed): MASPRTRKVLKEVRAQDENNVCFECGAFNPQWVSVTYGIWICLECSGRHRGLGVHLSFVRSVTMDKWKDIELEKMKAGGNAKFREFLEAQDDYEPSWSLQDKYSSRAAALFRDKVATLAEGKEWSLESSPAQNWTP
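Material: rat Arfgap1 catalytic domain, aa 1-136; also added: human ARF1(Δ1-17)-GTP substrate; compound dosing: one concentration, 16.5 µM, DMSO 1.26%; incubation: GTP hydrolysis reaction 2 h at 25 °C; measured by: Tracer-displacement fluorescence polarization with EDTA stop, 620/688 nm; evaluation: % inhibition from polarization; repeats: one replicate per compound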
ASAP1 GAP inh: ASAP1 ArfGAP inhibition; Q9ULH1; ASAP1-stimulated ARF1 GTP hydrolysis, GDP FP detection; inhibition, % at 16.5 µM; 360,000 compounds, 0.19% hits; AID 624377; in the data active = inhibition above about 25%;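 also: 0% = vehicle with enzyme and substrate and 100% = no enzyme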
PLC-beta3 inh: inhibitors of human phospholipase C beta3; Purified PLC-beta3, fluorogenic substrate, fluorescence; 370,000 compounds, 0.18% hits; inhibition, % at 12.2 µM; in the data active = inhibition above about 11%;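 also: 0% = median of compound wells on plate and 100% = full blocker control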
MBD2 inh: inhibitors of human MBD2 binding to methylated oligonucleotide | Q9UBB5 | TR-FRET | inhibition, % at 4.4 µM | 370,000 compounds, 0.31% hits | AID 686964; in the data active = inhibition above about 13%
proKLK7 act: proKLK7 (human) activation, primary screen. P49862. AID 652039. activation, % at 7 µM. purified proKLK7, EDANS-DABCYL substrate fluorescence; 100% is mature enzyme control, 0% vehicle. 370,000 compounds, 0.9% hits;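 active = activation above the mean of all tested compounds plus 3 SD, computed per campaign excluding outliers beyond control limits, cut at about 13% in these data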
Target sequence (P49862 whole entry, looked up): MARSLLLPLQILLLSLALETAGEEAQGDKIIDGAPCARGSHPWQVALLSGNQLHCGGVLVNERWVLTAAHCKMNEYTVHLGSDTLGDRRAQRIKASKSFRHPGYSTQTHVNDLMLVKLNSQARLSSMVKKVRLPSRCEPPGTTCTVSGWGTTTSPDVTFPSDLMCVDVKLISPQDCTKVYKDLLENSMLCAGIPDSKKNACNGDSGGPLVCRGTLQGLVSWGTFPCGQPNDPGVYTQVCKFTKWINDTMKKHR
ADAM17 inh: inhibits human ADAM17; 370,000 compounds, 0.83% hits; P78536; recombinant ADAM17, EDANS/DABCYL FRET peptide cleavage; inhibition, % at 6.95 µM;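 active = inhibition above the mean of compounds lying between control limits plus 3 SD, set per campaign, cut at about 8.5% in these data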;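 also: 0% = DMSO-only wells as the low control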
PLC-gamma1 inh: PLC-gamma1 (human) inhibition, primary screen; 370,000 compounds, 0.84% hits; purified PLC-gamma1, fluorogenic substrate, fluorescence; AID 720700; inhibition, % at 12.2 µM; in the data active = inhibition above about 9.5%
* = called active by the depositor. Outcome played no part in choosing rows; about 4.1% have a hit in one of these screens.

A first look (twelve entries):
SMILES	UHRF1 binding	Tn6 DDE FP	Tn7 DDE FP	ARFGAP1 inhibitor	ASAP1 GAP inh	PLC-beta3 inh	MBD2 inh	proKLK7 act	ADAM17 inh	PLC-gamma1 inh
CC1(C)CC(=O)c2c(n(-c3cccc4ccccc34)ccc2=O)C1	3	0	-5	2	7	6	-1	0.0	-1	4
O=S(=O)(Nc1ccc2nc(N3CCOCC3)sc2c1)c1ccccc1	0	3	-2	-8	3	-8	-4	-1.2	-2	-7
CCN(CC)c1nc2ccccc2c(N)c1-c1ccccc1	2	5	0	-13	-16	-67	-5	1.0	-6	-59
CCOC(=O)C1CCCCN1Cc1cc(OC)ccc1OC (stereo unspecified)	13	-3	-3	-4	4	1	5	0.3	-1	4
Cc1cc(=O)oc2cc(O[C@@H]3O[C@H](CO)[C@H](O)[C@H](O)[C@H]3O)ccc12	4	8	-5	2	-2	-5	-3	-0.1	-8	-2
C/C(=N\NC(=O)c1ccc(O)cc1)c1cccc(NC(=O)c2ccccc2C)c1	-1	1	-2	-1	3	-7	-5	-0.3	-1	-2
O=C(O)c1cc(S(=O)(=O)N2CCOCC2)ccc1N1CCOCC1	0	4	2	-4	-5	1	6	-0.2	-1	-3
COc1ccc2nc3sc(C(=O)N4CCN(C)CC4)cc3cc2c1	-6	2	-5	3	-4	-128	-5	5.2	-38	-104
Cc1nc2nc(SCc3ccccc3)[nH]n2c(=O)c1CCC(C)C	3	-7	3	2	3	-10	2	-0.3	-6	-1
O=C(Cc1ccc(Br)cc1)NCCCn1ccnc1	3	2	-3	-9	1	2	-2	-0.4	-1	2
O=C(Nc1ccc(-n2cccn2)cc1)C1CCN(Cc2ccsc2)CC1	0	-2	-2	-10	-6	-8	-1	0.0	0	-2
CCn1c(SCC(=O)Nc2cccc(NC(C)=O)c2)nnc1C(C)C	-3	5	1	-7	-3	5	-4	0.5	-1	3

All compounds of this part, previewed entries included:
SMILES	UHRF1 binding	Tn6 DDE FP	Tn7 DDE FP	ARFGAP1 inhibitor	ASAP1 GAP inh	PLC-beta3 inh	MBD2 inh	proKLK7 act	ADAM17 inh	PLC-gamma1 inh
CC1(C)CC(=O)c2c(n(-c3cccc4ccccc34)ccc2=O)C1	3	0	-5	2	7	6	-1	0.0	-1	4
O=S(=O)(Nc1ccc2nc(N3CCOCC3)sc2c1)c1ccccc1	0	3	-2	-8	3	-8	-4	-1.2	-2	-7
CCN(CC)c1nc2ccccc2c(N)c1-c1ccccc1	2	5	0	-13	-16	-67	-5	1.0	-6	-59
CCOC(=O)C1CCCCN1Cc1cc(OC)ccc1OC (stereo unspecified)	13	-3	-3	-4	4	1	5	0.3	-1	4
Cc1cc(=O)oc2cc(O[C@@H]3O[C@H](CO)[C@H](O)[C@H](O)[C@H]3O)ccc12	4	8	-5	2	-2	-5	-3	-0.1	-8	-2
C/C(=N\NC(=O)c1ccc(O)cc1)c1cccc(NC(=O)c2ccccc2C)c1	-1	1	-2	-1	3	-7	-5	-0.3	-1	-2
O=C(O)c1cc(S(=O)(=O)N2CCOCC2)ccc1N1CCOCC1	0	4	2	-4	-5	1	6	-0.2	-1	-3
COc1ccc2nc3sc(C(=O)N4CCN(C)CC4)cc3cc2c1	-6	2	-5	3	-4	-128	-5	5.2	-38	-104
Cc1nc2nc(SCc3ccccc3)[nH]n2c(=O)c1CCC(C)C	3	-7	3	2	3	-10	2	-0.3	-6	-1
O=C(Cc1ccc(Br)cc1)NCCCn1ccnc1	3	2	-3	-9	1	2	-2	-0.4	-1	2
O=C(Nc1ccc(-n2cccn2)cc1)C1CCN(Cc2ccsc2)CC1	0	-2	-2	-10	-6	-8	-1	0.0	0	-2
CCn1c(SCC(=O)Nc2cccc(NC(C)=O)c2)nnc1C(C)C	-3	5	1	-7	-3	5	-4	0.5	-1	3
CCOC(=O)N1CCN(C(=O)/C=C/c2ccc(OC)c(OC)c2)CC1	-3	-2	2	-5	11	-21	1	1.0	-18	-11
CCN(CC)C(=O)[C@H]1C[C@H](CC(=O)NCCCn2ccnc2)C(=O)N2CCc3c([nH]c4ccc(Cl)cc34)[C@]12C	1	1	-5	-11	2	-1	-2	0.7	7	2
CCOc1ccc(NC(=O)N(c2ccccc2)c2ccccc2)cc1	0	2	-4	-12	-4	-1	-1	0.4	-4	0
Cc1ccc(OCC(=O)NC2CC(C)(C)NC(C)(C)C2)cc1C	0	3	-3	-8	-7	2	1	0.0	1	-1
C=CCNc1oc(-c2cccc(Cl)c2)nc1C#N	-2	2	-2	3	-2	-1	4	0.0	-6	1
COc1ccc(-c2c(C(F)(F)F)nn(C)c2NC(=O)c2ccco2)cc1	1	0	-1	-6	-14	-8	-1	0.9	-2	0
CC(=O)N1CCN(C(=O)c2ccc(C)c(S(=O)(=O)N3CCCCC3)c2)CC1	0	5	-2	10	11	-4	-4	0.2	-5	-1
CCOCCc1nnc(NC(=O)CS(=O)(=O)c2ccc(C)cc2)s1	0	-2	5	-12	-2	-9	2	-0.3	-4	0
Cc1cccc(N/N=C/c2ccncc2)c1	-3	6	12	-1	-7	-3	-3	-0.4	6	0
O=C(Nc1ccc(N2CCCC2)cc1)c1cccc(Cl)c1Cl	0	7	-4	12	4	-6	-3	2.5	-10	-1
Cn1c(CCN2CCN(c3ccccn3)CC2)nc2cc(NS(=O)(=O)c3ccc(Cl)cc3)ccc21	0	-3	3	3	-2	-5	-2	-3.1	1	1
CC(=O)Nc1ccc(NC(=O)CCOc2cc(C)ccc2C)cc1	-1	-6	-5	7	1	-10	4	-0.4	-2	2
Cc1ccc(CCNc2ncnc(Cl)c2N)cc1	4	0	-2	17	7	-2	-3	-0.5	-1	-3
Cc1cccc(C)c1NC(=O)C(C1CC1)n1c(=O)c(-c2ccccc2)nc2ccccc21 (stereo unspecified)	2	-5	2	-10	-10	-144	-4	-2.7	-127	-98
C(=N\N1CCN(C2c3ccccc3-c3ccccc32)CC1)/c1ccccn1	0	5	1	4	-8	3	2	0.3	2	3
COCON1C(=O)CN(C(C)=O)C1c1ccc(Cl)cc1Cl (stereo unspecified)	0	2	-3	-2	1	3	-1	0.5	0	3
CC(C)(C)n1nnnc1C(c1ccccc1F)N1CCN(C2CCCC2)CC1 (stereo unspecified)	-3	2	-7	7	0	2	-1	0.4	1	6
CCOC(=O)NC(=O)/C(C=Nc1ccc(Cl)cc1)=C(\C)O	0	5	-7	13	-16	3	-5	-0.6	-1	3
COc1ccc(NS(=O)(=O)c2ccc(C)c(C(=O)N(C)CCc3ccc(OC)c(OC)c3)c2)cc1	0	5	-6	-5	6	-4	-5	0.5	1	2
Cc1n[nH]c(C)c1S(=O)(=O)N(CC(=O)N1CCc2ccccc21)c1ccc(C(C)C)cc1	5	-2	-5	10	2	0	-1	0.2	-1	2
c1ccc(-c2nccc(-c3ccc(-n4cnc5ccccc54)cc3)n2)nc1	2	-15	-7	15	8	-2	7	-1.0	-5	-6
O=S1(=O)CCN(C2CCCCCC2)CC1	1	4	-10	16	12	2	-1	0.1	-1	-1
COc1cccc(-c2cnc3c(NC(C)=O)cc(-c4ccccc4OC)cn23)c1	-4	-25	2	-4	7	-50	-5	0.1	-19	-31
COc1ccc(C(C)=O)cc1Cn1c(C)c(C(=O)NCCC#N)sc1=O	-1	-3	8	8	-4	-36	1	-0.3	-4	2
O=C(Nc1nc2ccccc2n1CCOc1ccccc1)c1ccco1	-1	-2	-3	3	-6	-36	-5	-0.3	-1	-26
CN(Cc1cnn(C)c1)C(=O)c1cc2ccccc2oc1=O	-1	-1	-1	-6	-1	1	1	-0.1	-4	2
COc1ccc(Cl)cc1-c1noc([C@@H]2O[C@H](CO)[C@@H](O)[C@H]2O)n1	-1	-3	1	4	7	5	-3	-0.2	3	3
CCN(CC)C(=O)CSc1nc2c(sc(=S)n2CC)c(=O)n1-c1ccccc1	-1	0	6	0	-7	7	-3	-0.3	0	4
Cc1ccc(CSCC(=O)N(C)CC(=O)Nc2ccc(Br)cc2C)cc1	3	1	4	-10	1	-4	3	-0.3	-2	0
Cc1cnc(NC(=O)c2ccc3c(c2)OCCO3)s1	0	7	8	-23	-9	-43	-1	0.4	-3	-32
O=C(Nc1cccc(NC(=O)c2cccc(F)c2)c1)c1ccccc1	-3	-8	-2	-7	-1	-2	-3	1.7	-5	1
CCN1C(=O)[C@H]2[C@@H](c3ccc(-c4ccc(F)cc4)cc3)N[C@@](C)(C(=O)OC)[C@H]2C1=O	0	-4	6	-2	7	-3	2	-0.6	-3	1
COc1ccc(C(=O)NCc2ccc(Cl)c(Cl)c2)cc1OC	10	-12	-2	18	-2	-4	0	0.9	0	-2
OC(CNc1ccccc1)COc1ccc(OCC(O)CNc2ccccc2)cc1 (stereo unspecified)	0	2	-11	9	14	2	-4	1.3	5	5
c1ccc(CNCCCn2cnc3c(OCc4ccccc4)ncnc32)cc1	0	-3	-3	-2	8	8	-5	-0.3	6	1
CC(=O)C1=C(O)C(=O)N(c2nccs2)C1c1ccc(F)cc1 (stereo unspecified)	2	1	-1	-7	-6	-123	4	0.0	-19	-87
CCOC(=O)c1cc(C)n(Cc2ccc(OCC)c(OC)c2)c1C	-4	4	4	-10	8	1	-3	0.3	0	1
COc1ccc(C(=NN)c2ccc(OC)cc2)cc1	-1	1	-1	7	8	-3	3	0.1	1	1
NC(=O)CSc1nnc(-c2ccoc2)o1	5	-3	-1	7	7	1	3	0.0	-3	6
CCc1ccc(N2CC(C(=O)Nc3ccc(S(=O)(=O)N4CCCCC4)cc3)CC2=O)cc1 (stereo unspecified)	-1	2	-3	10	0	-1	3	0.7	-4	-2
COc1ccc(C2C(C(C)=O)=C(O)C(=O)N2CCc2c[nH]c3ccccc23)cc1 (stereo unspecified)	-7	-12	0	-13	-11	0	-3	-0.2	-4	0
O=C(/C=C/c1ccco1)Nc1nc(-c2ccccn2)cs1	4	-3	3	0	-1	-63	3	-1.3	2	-34
CC(=O)/C(=N\Nc1cccc(Cl)c1)Sc1nnc(-c2ccccc2)n1-c1ccccc1	2	1	4	-8	2	2	8	-0.3	-1	3
